PfM18AAP inh: blocks P. falciparum M18 aspartyl aminopeptidase. recombinant PfM18AAP, H-Glu-NHMec fluorogenic cleavage. inhibition, % at 7.35 µM. actives 1.2% (n = 290,000). AID 1822;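 active = inhibition above the campaign mean inhibition over all tested compounds plus 3 SD, cut at about 28% in these data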;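 also: 0% = plate median of test compound wells and 100% = 2 mM ZnCl2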
GPR7 antagonist: blocks human GPR7 receptor signaling; GPR7-expressing cells, fluorescence antagonist assay; inhibition, % at 4.4 µM; AID 1861; P48145; actives 1.1% (n = 290,000); in the data active = inhibition above about 16%, passing the limit was not always enough;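 also: cells stimulated with the agonist NPW; 0% = agonist with vehicle and 100% = vehicle without agonist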
Target sequence (P48145 whole entry, looked up): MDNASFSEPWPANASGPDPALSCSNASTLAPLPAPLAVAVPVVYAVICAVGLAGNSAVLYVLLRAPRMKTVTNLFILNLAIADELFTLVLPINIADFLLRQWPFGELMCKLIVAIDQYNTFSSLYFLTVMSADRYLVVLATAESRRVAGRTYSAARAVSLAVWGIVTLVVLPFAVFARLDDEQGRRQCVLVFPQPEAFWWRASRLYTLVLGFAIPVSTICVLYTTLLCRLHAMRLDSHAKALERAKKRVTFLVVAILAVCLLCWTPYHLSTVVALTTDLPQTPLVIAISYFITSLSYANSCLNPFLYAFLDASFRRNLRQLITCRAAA
NALP1 yeast inh: blocks the NALP1 inflammasome reconstituted in yeast; S. cerevisiae NALP1/ASC/caspase-1 growth, X-gal OD620, 72 h; inhibition, % at 10 µM; actives 0.61% (n = 280,000); AID 2071; in the data active = inhibition mostly above about 24%, no sharp cut-off; inactive = mostly below about 32%; also: some compounds called inactive have numbers as strong as hits
MEKK2mut PB1 HTS: signal of MEK5 binding to mutant human MEKK2 PB1 domain; bead flow cytometry, Alexa488-MEK5 binding to MEKK2 mutant; percent response, % at 10 µM; actives 0.35% (n = 290,000); AID 1530; in the data active = percent response above about 24%, passing the limit was not always enough; also: inactives centre near 1; some results filed as inactive read as strong as hits; reference of the scale not given here
MEKK2 WT-MEK5: raises or lowers MEK5 binding to wildtype human MEKK2 PB1 domain | Q9Y2U5 | bead flow cytometry, Alexa488-MEK5 binding to MEKK2 WT; actives lie on both sides | binding response (% of control), % at 10 µM | actives 1.1% (n = 290,000); in the data active = binding response below about 67% or above about 130%
MEKK3 PB1 HTS: MEKK3-MEK5 PB1 interaction, increase or decrease. Q99759. AID 1529. actives 1.4% (n = 290,000). binding response (% of control), % at 10 µM. bead-based flow cytometry, Alexa488-MEK5 binding to MEKK3; actives lie on both sides; 0 = blocked by unlabeled MEK5, 100 = vehicle;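 active = binding response more than 3 SD above or below the average of its plate-row segment, actives on both sides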;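 also: Alexa488 bead fluorescence after subtracting the streptavidin-only scavenger bead signal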
DNA FID counter: displaces DNA intercalator in HCV helicase counter-screen. inhibition, % at 7.9 µM. DNA fluorescent intercalator displacement, fluorescence. actives 0.17% (n = 290,000). AID 1845; in the data active = inhibition above about 37%;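 also: 0% = vehicle and 100% = reference compound; higher means more ethidium bromide displaced from hairpin DNA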
OXTR ag: agonists of human oxytocin receptor; P30559; CHO-OTR cells, Fluo-8 calcium fluorescence; normalized: DMSO 0%, oxytocin 100%; activation, % at 3 µM; actives 0.32% (n = 320,000); AID 2435;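 active = activation above the mean of all tested compounds plus 3 SD, cutoff set per screening run, cut at about 20% in these data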;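 also: peak over basal fluorescence ratio from a 100 s FLIPR kinetic read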
Target sequence (P30559 whole entry, looked up): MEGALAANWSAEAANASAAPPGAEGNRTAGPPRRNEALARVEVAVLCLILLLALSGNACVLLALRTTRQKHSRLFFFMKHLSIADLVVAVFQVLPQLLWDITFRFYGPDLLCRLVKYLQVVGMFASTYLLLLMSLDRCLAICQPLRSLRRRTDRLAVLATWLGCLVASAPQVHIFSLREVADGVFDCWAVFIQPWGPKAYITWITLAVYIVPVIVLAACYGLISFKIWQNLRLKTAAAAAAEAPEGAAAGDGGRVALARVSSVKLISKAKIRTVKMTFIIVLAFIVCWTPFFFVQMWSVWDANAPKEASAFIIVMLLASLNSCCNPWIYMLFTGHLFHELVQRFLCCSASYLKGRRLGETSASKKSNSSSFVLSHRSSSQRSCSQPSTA
PHOSPHO1 inh: PHOSPHO1 (human) inhibition. Q8TCT1. recombinant PHOSPHO1, absorbance phosphatase assay. inhibition, % at 13.3 µM. actives 1.1% (n = 290,000); in the data active = inhibition above about 60%
Target sequence (Q8TCT1 whole entry, looked up): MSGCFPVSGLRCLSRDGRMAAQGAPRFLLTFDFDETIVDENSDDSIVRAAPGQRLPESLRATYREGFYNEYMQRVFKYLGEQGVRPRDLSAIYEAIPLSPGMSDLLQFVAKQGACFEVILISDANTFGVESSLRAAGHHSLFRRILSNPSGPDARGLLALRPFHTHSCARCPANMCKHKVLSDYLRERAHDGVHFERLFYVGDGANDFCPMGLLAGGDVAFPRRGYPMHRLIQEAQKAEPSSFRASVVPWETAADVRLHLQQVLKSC
An asterisk follows results filed as active; nt = no result given. Rows are unselected. About 6.2% of those tested had a hit in this group.

SMILES	PfM18AAP inh	GPR7 antagonist	NALP1 yeast inh	MEKK2mut PB1 HTS	MEKK2 WT-MEK5	MEKK3 PB1 HTS	DNA FID counter	OXTR ag	PHOSPHO1 inh
NC1=NC(=Nc2ccc(Br)cc2)c2ccccc21	-1.6	-6.5	22.0	3.0	113.0	99.0	0.7	-0.5	4.9
COc1cc(CNc2ccccc2)c([N+](=O)[O-])cc1OC	20.0	-19.5	21.5	11.0	112.0	106.0	2.6	-1.7	8.5
O=c1c2c(nc3n1CCCCC3)sc1c(O)cccc12	4.7	-11.6	22.5	-4.0	97.0	93.0	-3.0	0.4	14.5
CC(=O)c1cn(CC(=O)NCc2cccnc2)c2ccccc12	9.3	-17.8	3.3	-6.0	95.0	93.0	-0.7	1.4	12.2
CCc1ccc(N2CC(C(=O)Nc3ccc(S(=O)(=O)Nc4ncccn4)cc3)CC2=O)cc1 (configuration not stated)	1.1	-2.0	3.7	4.0	104.0	100.0	-37.7	1.1	43.0
O=C(NCc1ccccn1)c1ccccc1-c1ccccc1	2.3	-11.2	-9.4	1.0	103.0	99.0	-4.8	-0.6	38.9
O=C(Nc1ccccc1)C1CCCCN1S(=O)(=O)c1ccccc1 (configuration not stated)	-2.2	-4.8	-13.3	1.0	107.0	106.0	-8.7	-1.6	16.1
Cc1sc(NC(=O)c2cccnc2)nc1-c1ccccc1	0.6	8.7	29.2	-3.0	98.0	101.0	-8.4	-0.5	21.3
CCN(CC)C(CNC(=O)c1cc(=O)[nH]c2ccccc12)c1ccccc1Cl (configuration not stated)	0.0	-12.4	9.0	7.0	112.0	101.0	-0.2	-0.2	37.0
CC(C)n1cc(/C=N/Nc2ccc(Cl)c(C(=O)O)c2)c2ccccc21	-0.8	-14.4	2.8	0.0	100.0	106.0	-17.0	0.2	-7.8
CCn1nnc(NC(=O)c2ccc(Br)o2)n1	3.8	-0.7	17.3	-1.0	101.0	103.0	-1.8	0.1	22.5
COc1cccc(OC)c1C(=O)NC(=S)Nc1ccc2c(c1)C(=O)N(C)C2=O	-13.4	3.0	26.8	-5.0	88.0	87.0	-4.0	-1.5	-20.2
COC(=O)c1ccc(C(=O)Nc2ccc3nc(-c4cccnc4)[nH]c3c2)cc1	0.9	-2.5	33.1	-3.0	93.0	98.0	-11.0	-0.5	-10.4
Clc1ccccc1CSc1ncccn1	4.0	-4.9	12.0	1.0	99.0	100.0	-1.6	-2.3	-8.3
c1ccc(Cn2c(CNc3nc4ccccc4n3CCN3CCOCC3)nc3ccccc32)cc1	-0.9	-8.8	6.4	-3.0	96.0	96.0	-3.6	-0.1	-24.9
Cc1cccc(Nc2nc(-c3ccc(O)c(O)c3)cs2)n1	54.5*	6.3	1.7	4.0	103.0	107.0	2.9	-1.8	31.1
Cc1ccc(NC(=O)c2ccc3c(c2)C(=O)N(c2cc(C)ccc2C)C3=O)nc1	-10.0	-23.7	25.4	-1.0	99.0	102.0	-12.6	0.5	26.3
CCN(CC)CCC(c1ccc2c(c1)OCO2)c1c(OC)cc(OC)c2c(-c3ccccc3)cc(=O)oc12 (configuration not stated)	nt	nt	-41.8	10.0	137.0*	104.0	nt	5.6	30.9
C=CCn1c(SCC(=O)Nc2cc(OC)c(NC(=O)c3ccco3)cc2OC)nnc1-c1ccncc1	3.1	-13.6	2.2	6.0	108.0	98.0	-34.1	-1.5	-0.8
CC1CCN(C(c2ccc(N(C)C)cc2)c2nnnn2Cc2ccccc2)CC1 (configuration not stated)	0.7	-7.9	-10.7	3.0	103.0	107.0	-12.8	-1.4	68.8*
CCOc1ccccc1NC(=O)N1CCC(NC(=O)c2cccc(C)c2)CC1	9.1	-3.4	22.0	-5.0	88.0	102.0	-23.3	-1.0	1.6
CC(C)C(NS(=O)(=O)c1cccc2nsnc12)C(=O)NCc1ccc2c(c1)OCO2 (configuration not stated)	-3.8	-12.2	-17.5	13.0	107.0	105.0	-6.0	-0.5	-30.5
O=C(Nc1scc(-c2cccs2)c1C(=O)O)c1cccs1	12.0	-6.6	nt	-2.0	94.0	95.0	5.4	-1.8	-23.2
N#Cc1cc(C(=O)Cc2ccccc2)c[nH]1	1.6	-9.4	10.4	2.0	97.0	101.0	2.0	0.0	38.5
CC(=O)Oc1ccc2nc(/C=C/c3ccccc3)oc(=O)c2c1	3.0	-17.2	8.1	5.0	101.0	101.0	-23.2	-0.4	8.5
c1ccc(-c2cnc(-c3ccccc3)nc2)cc1	-1.4	11.3	-17.5	2.0	102.0	101.0	2.2	1.0	18.0
COc1cc(/C=C(\C#N)C(=O)N2CCc3ccccc32)ccc1O	3.7	4.4	nt	0.0	100.0	100.0	-4.6	0.0	-4.9
CC(=O)Nc1nonc1-c1nc2ccccc2n1CCC(C)C	0.8	-2.5	7.9	nt	nt	nt	-10.4	-2.3	-6.6
COCCn1c(SCC(=O)Nc2cccc(C)n2)nnc1-c1ccco1	1.0	0.8	7.0	-4.0	98.0	95.0	-11.2	0.4	54.2
COc1ccc(OC)c(/C=C2\SC(N3CCCCC3)=NC2=O)c1	-4.0	-0.1	19.8	4.0	103.0	103.0	-29.4	-0.8	9.3

SMILES	PfM18AAP inh	GPR7 antagonist	NALP1 yeast inh	MEKK2mut PB1 HTS	MEKK2 WT-MEK5	MEKK3 PB1 HTS	DNA FID counter	OXTR ag	PHOSPHO1 inh
CC(=O)C1=C(O)C(=O)N(c2ccc(Br)cc2)C1c1ccc(Cl)cc1 (configuration not stated)	0.9	-18.7	0.1	1.0	105.0	104.0	-33.7	-0.9	44.4
O=C(Nc1ccncc1)C1c2ccccc2Oc2ccccc21	1.0	-12.8	-4.8	-4.0	98.0	101.0	7.5	10.8	2.9
COc1ccc(-n2c(SCC(=O)Nc3nccs3)nnc2-c2ccoc2C)cc1	12.1	10.1	-4.0	3.0	97.0	97.0	-26.8	-1.0	25.7
CCCOc1c(Br)cc(C(N)=O)cc1OCC	-12.8	-5.2	14.4	-2.0	94.0	100.0	-4.5	-2.0	46.4
CCc1cc(C(=O)OC)c(NC(=O)CCCC(=O)O)s1	-3.8	26.2*	20.9	0.0	101.0	103.0	-10.0	0.3	-1.2
CC(C)CNc1nc(SCC(=O)Nc2ccccc2)nc(N2CCOCC2)n1	3.3	-13.0	12.4	2.0	98.0	104.0	-5.6	-1.3	46.6
CCC(C)[C@H](NC(=O)NCCC1=CCCCC1)C(=O)O (some centres not stated)	-9.8	3.9	8.9	3.0	105.0	100.0	-2.7	-0.2	23.9
CC(=O)c1ccc(OC(C)C)c(CC(C(N)=O)C(N)=O)c1	1.3	-4.6	15.7	0.0	98.0	98.0	-4.1	-0.9	0.2
COC(=O)c1[nH]c2ccccc2c1NC(=O)c1ccccc1F	4.5	-17.5	-9.2	12.0	103.0	105.0	-15.6	-0.5	28.1
CC(C)Nc1nc(Cl)nc(NN(C)c2nc(N(C)C)nc(N(C)C)n2)n1	17.3	-2.6	22.3	-1.0	103.0	109.0	-11.0	-1.7	2.5
COc1ccc(NC(=O)Cc2cccs2)c(OC)c1	1.4	-7.0	13.6	4.0	111.0	103.0	0.2	-0.8	-33.3
O=S(=O)(c1ccc(Br)cc1)N1CCN(c2cc(-c3ccccc3)nc3ncnn23)CC1	6.0	-11.1	4.6	0.0	91.0	96.0	-0.5	-0.5	1.0
CS(=O)(=O)N(CC(=O)Nc1ccc2c(c1)OCCO2)Cc1ccc(Cl)cc1	-2.6	-8.7	nt	3.0	103.0	100.0	-14.4	1.1	-10.7
CCCC(C)c1nc(C(N)=O)c2[nH]c(=O)n(-c3ccc(OC)c(OC)c3)c2n1 (configuration not stated)	17.4	-27.3	22.4	0.0	103.0	100.0	-37.8	-1.1	14.6
COC(=O)c1sc2nc(-c3ccco3)ccc2c1N	24.6	8.4	-11.3	0.0	99.0	97.0	-8.6	-1.4	27.3
Cc1ccsc1/C=N/n1c(-c2ccncc2)n[nH]c1=S	28.0	-12.6	13.6	0.0	96.0	99.0	-11.9	0.3	34.5
Cc1ccc(-n2c(N)c(C(=O)NCc3ccco3)sc2=S)cc1	5.7	21.2	-2.7	5.0	107.0	107.0	-7.1	-1.7	22.9
CCOC(=O)/C(=N/Nc1ccc(Cl)cc1)S(=O)(=O)c1ccccc1	-15.0	2.5	0.2	3.0	101.0	105.0	-6.2	-1.4	30.1
COc1ccc(-n2nc(C(=O)NCC(=O)N3CC(C)CC(C)C3)c3ccccc3c2=O)cc1 (configuration not stated)	-0.1	-12.8	15.9	1.0	100.0	102.0	-31.3	-2.5	10.5
O=c1[nH]c(CSc2ncc(-c3ccc(F)cc3)n2Cc2ccco2)nc2ccccc12	-11.2	-4.1	-1.5	-9.0	96.0	97.0	-14.7	-1.4	67.4*
CC1CCC(NC(=O)c2cnccn2)CC1 (configuration not stated)	-13.1	3.7	7.7	3.0	105.0	102.0	-5.0	-1.1	26.3
COc1ccc(CC2(C)OC(c3ccc([N+](=O)[O-])cc3)=NN2C(C)=O)cc1 (configuration not stated)	-9.1	-1.3	25.0	-15.0	87.0	92.0	-24.1	-2.5	-5.9
Cc1ccc(NC(=O)NC2CCCc3ccccc32)cc1 (configuration not stated)	-3.1	-21.4	2.1	6.0	109.0	102.0	-10.4	-0.1	27.4
COc1ccc(C2CC(=O)c3c(O)cc(O)cc3O2)c(CC=C(C)C)c1OC (configuration not stated)	nt	nt	nt	1.0	99.0	101.0	nt	-0.9	nt
C[N+]1(CC2COC3(CCCCC3)O2)CCCCC1 (configuration not stated)	-1.4	-6.7	nt	-8.0	96.0	95.0	-8.1	1.0	12.9
CCCc1nnc(SCC(=O)N2CCCCC2)n1CCCOC	1.1	-11.4	15.5	3.0	107.0	107.0	-8.3	0.5	15.0

Reformatted field by field: 2 of the compounds above
smiles: Clc1ccccc1CSc1ncccn1
  PfM18AAP inh: 4.0 | GPR7 antagonist: -4.9 | NALP1 yeast inh: 12.0 | MEKK2mut PB1 HTS: 1.0 | MEKK2 WT-MEK5: 99.0 | MEKK3 PB1 HTS: 100.0 | DNA FID counter: -1.6 | OXTR ag: -2.3 | PHOSPHO1 inh: -8.3

smiles: COc1ccc(-n2c(SCC(=O)Nc3nccs3)nnc2-c2ccoc2C)cc1
  PfM18AAP inh: 12.1 | GPR7 antagonist: 10.1 | NALP1 yeast inh: -4.0 | MEKK2mut PB1 HTS: 3.0 | MEKK2 WT-MEK5: 97.0 | MEKK3 PB1 HTS: 97.0 | DNA FID counter: -26.8 | OXTR ag: -1.0 | PHOSPHO1 inh: 25.7
